Screens as filed in PubChem.
IMP-1 inh = IMP-1 metallo-beta-lactamase inhibitors, primary screen, biochemical, epi-absorbance readout, Pseudomonas aeruginosa enzyme; metallo-beta-lactamase IMP-1 (Pseudomonas aeruginosa); purified IMP-1, nitrocefin hydrolysis, epi-absorbance fluorescence; inhibition, % at 5.6 µM; 0.45% of 290,000 active;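 active = inhibition above the mean plus 3 SD of all compounds in the same screening run, cut at about 4.5% in these data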;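 also: 0% = IMP-1 with DMSO and 100% = DMSO wells lacking enzyme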
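System: purified IMP-1 / Input: IMP-1 dispensed at 0.2 nM / Medium: 50 mM HEPES pH 7.1, 50 µM ZnSO4, 0.05% Brij 35 / Timing: 15 min enzyme–compound preincubation, then 25 min nitrocefin reaction, 25 °C / Technique: plate fluorescence quenching by hydrolysis product, ex 480/em 530 nm / Repeats: singlicate testing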
HCV NS3 hel inh = inhibitors of HCV NS3 helicase, primary screen, biochemical, Cy5 molecular beacon fluorescence; Hepatitis C virus NS3 helicase; NS3 helicase DNA unwinding; inhibition, % at 10.9 µM; 0.56% of 290,000 active;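 active = inhibition above the mean of all tested compounds plus 3 SD, set per campaign, cut at about 35% in these data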;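 also: 0% = DMSO wells and 100% = thioflavine S control wells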
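System: NS3 helicase fragment of HCV / Schedule: 1 h at 25 °C / Control set: DMSO alone as 0% and 110 µM thioflavine S as 100% / Reagent: Cy5/quencher beacon DNA duplex and ATP to start / Technique: Cy5 fluorescence / Replication: singlicate / Evaluation: % inhibition of end-to-start signal ratio versus controls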
FID counter = compounds displacing fluorescent DNA intercalator, primary screen, artefact control for HCV NS3 helicase inhibitor project, biochemical, FID fluorescence. inhibition, % at 7.9 µM. DNA fluorescent intercalator displacement. 0.17% of 290,000 active; in the data active = inhibition above about 37%;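 also: 0% = vehicle and 100% = reference compound; higher means more ethidium bromide displaced from hairpin DNA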
VIM-2 inh = VIM-2 metallo-beta-lactamase inhibitors, primary screen, biochemical, epi-absorbance readout, Pseudomonas aeruginosa enzyme; AID 1527, 2009; inhibition, % at 5.6 µM; 0.89% of 290,000 active; purified VIM-2, nitrocefin hydrolysis, epi-absorbance fluorescence;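 active = inhibition above the mean of all tested compounds plus 3 SD, cutoff set per screening run, cut at about 7.5% in these data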;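 also: red hydrolysis product quenches plate fluorescence so inhibitors raise well fluorescence; 0% = enzyme with DMSO and 100% = DMSO without enzyme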
NALP1 inh = NALP1 inflammasome inhibitors in reconstituted yeast, colorimetric, S. cerevisiae, triplicate retest; S. cerevisiae NALP1/ASC/caspase-1 growth, X-gal OD620, 72 h; inhibition, % at 10 µM; 0.61% of 280,000 active; AID 2071, 2009; in the data active = inhibition mostly above about 24%, no sharp cut-off; inactive = mostly below about 32%; also: some compounds called inactive have numbers as strong as hits
MEKK2 WT-MEK5 = modulators of MEK5 binding to wildtype MEKK2, primary screen, biochemical, multiplex bead flow cytometry, Alexa488-MEK5; AID 1531, 2009; 1.1% of 290,000 active; binding response (% of control), % at 10 µM; Mitogen-activated protein kinase kinase kinase 2 (Homo sapiens), Q9Y2U5; Alexa488-MEK5 binding to MEKK2 WT; actives lie on both sides; in the data active = binding response below about 67% or above about 130%
M18AAP inhibitor = PfM18AAP inhibitors, malaria aminopeptidase, primary screen, biochemical, QFRET, recombinant enzyme | M18 aspartyl aminopeptidase (Plasmodium falciparum 3D7) | AID 1822, 2009 | 1.2% of 290,000 active | H-Glu-NHMec fluorogenic cleavage | inhibition, % at 7.35 µM;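 active = inhibition above the campaign mean inhibition over all tested compounds plus 3 SD, cut at about 28% in these data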;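 also: 0% = plate median of test compound wells and 100% = 2 mM ZnCl2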
UBC9 SUMO inh = inhibitors of in vitro SUMOylation cascade, primary screen, biochemical, HTRF, uHTS; HTRF SUMOylation assay, SAE1/SAE2 + UBC9; inhibition, % at 35 µM; 0.36% of 290,000 active; AID 2006, 2009; in the data active = inhibition above about 50%, passing the limit was not always enough; also: strong numbers were not always called active
Target sequence (P63279 whole entry, looked up): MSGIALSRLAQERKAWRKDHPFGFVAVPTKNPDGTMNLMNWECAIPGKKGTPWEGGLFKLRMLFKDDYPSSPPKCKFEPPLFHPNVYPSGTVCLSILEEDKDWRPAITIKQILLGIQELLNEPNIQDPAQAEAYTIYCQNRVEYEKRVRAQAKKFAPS
MEKK2mut PB1 HTS = MEK5 binding signal on mutant MEKK2 PB1, primary screen, biochemical, multiplex bead flow cytometry, Alexa488-MEK5; percent response, % at 10 µM; Alexa488-MEK5 binding to MEKK2 mutant; 0.35% of 290,000 active; in the data active = percent response above about 24%, passing the limit was not always enough; also: inactives centre near 1; some results filed as inactive read as strong as hits
The depositor's hits bear a star; . = no result given.

Each structure is followed by: IMP-1 inh	HCV NS3 hel inh	FID counter	VIM-2 inh	NALP1 inh	MEKK2 WT-MEK5	M18AAP inhibitor	UBC9 SUMO inh	MEKK2mut PB1 HTS
- Cc1cccc(OCCn2c(CCCO)nc3ccccc32)c1
  -1.5	3	-12	-1.7	.	97	2	-16	-4
- Nc1nc2c(s1)CCc1ccccc1-2
  -0.4	-16	0	-0.6	17	104	-7	14	6
- CC(=O)Nc1nc2c(s1)CCc1ccccc1-2
  -3.7	-4	-6	-1.0	22	100	-1	3	4
- O=C(COc1ccc2ccccc2c1Br)Nn1cnnc1
  -4.7	17	-17	-0.1	23	90	56*	-2	-4
- Cc1ccc(C(=O)N2CCCC(C(=O)c3ccc(Cl)cc3C)C2)cn1 (stereo not drawn)
  -1.6	-3	-37	-2.6	6	98	-3	12	8
- CCCC[C@H]1COCCS(=O)(=O)N1Cc1ccc(F)cc1
  -0.1	-2	-18	-1.1	-3	105	-1	-1	-4
- COc1ccc(S(=O)(=O)Oc2ccc(C(=S)N3CCOCC3)cc2OC)cc1
  1.9	-16	-18	0.0	1	100	2	0	0
- CCC1=NN(C(=O)c2ccc(Cl)cc2)C(O)(c2ccccc2)C1 (stereo not drawn)
  -0.6	-4	-13	-1.8	-5	104	12	9	3
- COc1ccc(NC(=S)NC(C)C(c2ccccc2)N2CCOCC2)cc1 (stereo not drawn)
  -6.0	3	-19	-5.9	2	105	0	-21	1
- COc1cc(C(=O)N/N=C/C2CC=CCC2)cc(OC)c1OC (stereo not drawn)
  -4.9	-2	-8	-4.8	4	101	-7	4	11
- CC(=O)OCC(OC(C)=O)C(OC(C)=O)C(OC(C)=O)C(=O)Nc1ccc(C)cc1 (stereo not drawn)
  -5.7	5	-3	1.1	-20	95	4	-10	0
- CCOCCCNC(=O)C1(O)c2cc(Br)ccc2NC(=O)N1c1ccc(OCC)cc1 (stereo not drawn)
  -1.0	5	-20	-1.8	3	105	7	15	7
- CCN1CCN(CCc2nc3cc(NC(=O)COc4ccc(Cl)cc4)ccc3n2C)CC1
  -4.5	-40	25	-3.4	-2	100	6	-6	-6
- CN(C)c1ccc(/C=N/N(CCC(=O)NC(C)(C)C)C2=NS(=O)(=O)c3ccccc32)cc1
  -3.2	-5	-13	20*	26	97	5	5	-2
- O=C(CCCl)Nc1cc(SCCO)cc([N+](=O)[O-])c1
  -1.8	3	2	-1.3	8	103	-6	8	1
- Cc1cc(NC(=O)c2ccc(NC(=O)c3cccs3)cc2)no1
  -1.5	9	-5	-1.1	18	96	-13	-8	-2
- COc1ccc(C(=O)CCC(C)(C)[N+](=O)[O-])cc1OC
  -3.2	-7	-3	-1.9	20	97	-7	9	0
- C=Cc1cccc(NC(=O)c2ccc(NC(=O)c3ccco3)cc2)c1
  -1.9	-6	-7	-4.6	8	96	6	1	0
- O=C(NC(Cc1ccccc1)C(=O)O)/C(=C\c1ccc(F)cc1)NC(=O)c1ccccc1 (stereo not drawn)
  -0.7	13	-35	-0.3	5	98	0	20	-4
- O=C(O/N=C1\CCS(=O)(=O)c2sccc21)C1CC1
  -1.9	-3	-1	0.4	5	101	1	9	4

Structures listed so far marked active in M18AAP inhibitor.
Molecule | IMP-1 inh | HCV NS3 hel inh | VIM-2 inh | NALP1 inh | MEKK2 WT-MEK5 | M18AAP inhibitor | UBC9 SUMO inh | MEKK2mut PB1 HTS
O=C(COc1ccc2ccccc2c1Br)Nn1cnnc1 | -4.7 | 17 | -0.1 | 23 | 90 | 56* | -2 | -4

Part of the list above, reformatted.
CCOCCCNC(=O)C1(O)c2cc(Br)ccc2NC(=O)N1c1ccc(OCC)cc1 (stereo not drawn)
  IMP-1 inh = -1.0; HCV NS3 hel inh = 5; FID counter = -20; VIM-2 inh = -1.8; NALP1 inh = 3; MEKK2 WT-MEK5 = 105; M18AAP inhibitor = 7; UBC9 SUMO inh = 15; MEKK2mut PB1 HTS = 7
CCN1CCN(CCc2nc3cc(NC(=O)COc4ccc(Cl)cc4)ccc3n2C)CC1
  IMP-1 inh = -4.5; HCV NS3 hel inh = -40; FID counter = 25; VIM-2 inh = -3.4; NALP1 inh = -2; MEKK2 WT-MEK5 = 100; M18AAP inhibitor = 6; UBC9 SUMO inh = -6; MEKK2mut PB1 HTS = -6

New compounds follow.
Each structure is followed by: IMP-1 inh	HCV NS3 hel inh	FID counter	VIM-2 inh	NALP1 inh	MEKK2 WT-MEK5	M18AAP inhibitor	UBC9 SUMO inh	MEKK2mut PB1 HTS
- O=C(Nc1cccc(C(F)(F)F)c1)/C(=C/c1ccco1)NC(=O)c1cccs1
  -0.5	20	-4	2.1	8	.	2	1	.
- COc1cc(NC(=O)Nc2ccccc2OC)c(OC)cc1NC(=O)CN1CCCCC1
  4.7*	-21	12	-1.0	-2	105	-14	-22	4
- COc1ccc(N2C(=O)C3C(C2=O)C(C(=O)c2ccc(Cl)cc2)N2CCCC32)cc1 (stereo not drawn)
  -2.6	40*	-13	-2.5	2	93	-5	0	-1
- O=C(Nc1ccc2[nH]c(=S)sc2c1)c1ccccc1
  -6.7	2	3	-2.7	16	96	3	-15	-2
- O=C(c1ccco1)N1CCN(C(=S)Nc2cccc([N+](=O)[O-])c2)CC1
  -2.0	16	6	-2.2	2	106	-3	4	3
- COC(=O)c1nc2n(n1)C(c1cccc(Cl)c1)C1=C(CCCC1=O)N2 (stereo not drawn)
  -4.0	-2	-5	-2.0	-16	100	4	1	-4
- CCc1nc(Sc2nc(C)cc(C)n2)c2oc3ccccc3c2n1
  1.5	-9	-21	1.7	-8	113	-8	8	20
- Cc1nc(N2CCCC2)c2ccsc2n1
  3.3	-10	-3	14*	18	105	-3	1	1
- Cc1cc2c(cc1C)C(=O)NC(C)(C)C2
  -2.4	-8	-1	-0.2	13	100	-6	27	-1
- Cc1cccc(C2CC3(CC(C)(C)NC(=S)N3)Oc3cc(O)ccc32)c1 (stereo not drawn)
  -4.5	-2	-27	-4.5	-5	88	7	4	-5
- O=C(NCCOc1nc(N2CCCCC2)nc(N2CCCCC2)n1)Nc1ccccc1
  -2.9	11	-6	-1.0	-3	106	6	4	5
- CCc1ccccc1NC(=O)CN(C)C(=O)Cn1ncc(Cl)c(Cl)c1=O
  -3.8	2	-8	-2.6	33	108	-1	6	1
- Cn1cnnc1Sc1ccc(C(=O)OCC(=O)NC2CC2)cc1[N+](=O)[O-]
  -1.1	5	0	0.8	6	86	-10	-2	-17
- CCCC(=O)Nc1c(C)n[nH]c1C
  -2.1	-3	1	-5.6	-4	99	-6	11	0
- COCCNC(=O)c1cccc(OC2CCN(Cc3ccc(C(C)C)cc3)CC2)c1
  0.1	-11	11	-3.5	27	118	-6	8	8
- O=C(CN1CCCCCC1)Nc1ccccc1F
  -0.1	-4	14	0.8	26	107	4	11	0
- CC(C)c1ccc(NC(=O)COc2ccccc2)cc1
  -1.5	0	-17	-2.7	-5	110	4	-8	3
- N#Cc1c(NC(=O)CSc2ncn(-c3ccccc3)n2)sc2c1CCCC2
  -4.7	-7	-13	-3.1	15	101	0	-15	-2
- Cc1c(NC(=O)c2cc(-n3cnnc3)ccc2Cl)cccc1-c1nc2ccccc2o1
  -5.9	-9	-28	0.1	4	96	1	12	-4
- Cc1ccc(-c2nn(-c3ccccc3)cc2/C=N/NS(=O)(=O)c2ccccc2)cc1
  -2.2	-3	1	-3.4	12	100	3	-4	-1
- Cc1nnc(SCC(=O)NCc2ccc3c(c2)OCO3)[nH]c1=O
  -0.9	-8	3	-2.2	16	107	4	2	5
- CN1CCN(C(=O)/C(=C\c2cccc([N+](=O)[O-])c2)NC(=O)c2cccs2)CC1
  -3.1	1	3	-0.3	6	94	2	9	-5
- COc1ccccc1NC(=O)CNC(=O)c1ccc(Br)o1
  0.3	6	-2	1.3	17	104	-12	0	15
- CCOc1ccc(C(=O)NCC(=O)OCc2csc(-c3ccccc3)n2)cc1
  -0.7	-6	-5	-1.3	2	104	4	2	4

Part of the list above in a different format.
structure,IMP-1 inh,HCV NS3 hel inh,FID counter,VIM-2 inh,NALP1 inh,MEKK2 WT-MEK5,M18AAP inhibitor,UBC9 SUMO inh,MEKK2mut PB1 HTS
COc1ccccc1NC(=O)CNC(=O)c1ccc(Br)o1,0.3,6,-2,1.3,17,104,-12,0,15
CCOc1ccc(C(=O)NCC(=O)OCc2csc(-c3ccccc3)n2)cc1,-0.7,-6,-5,-1.3,2,104,4,2,4
